# ASAP1 GAP inh: blocks human ASAP1-stimulated Arf1 GTP hydrolysis | Q9ULH1 | GDP FP detection | inhibition, % at 16.5 µM | actives 0.19% (n = 360,000) | AID 624377; in the data active = inhibition above about 25%;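 note: 0% = vehicle with enzyme and substrate and 100% = no enzyme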
# Target sequence (Q9ULH1 325-724 limits assumed): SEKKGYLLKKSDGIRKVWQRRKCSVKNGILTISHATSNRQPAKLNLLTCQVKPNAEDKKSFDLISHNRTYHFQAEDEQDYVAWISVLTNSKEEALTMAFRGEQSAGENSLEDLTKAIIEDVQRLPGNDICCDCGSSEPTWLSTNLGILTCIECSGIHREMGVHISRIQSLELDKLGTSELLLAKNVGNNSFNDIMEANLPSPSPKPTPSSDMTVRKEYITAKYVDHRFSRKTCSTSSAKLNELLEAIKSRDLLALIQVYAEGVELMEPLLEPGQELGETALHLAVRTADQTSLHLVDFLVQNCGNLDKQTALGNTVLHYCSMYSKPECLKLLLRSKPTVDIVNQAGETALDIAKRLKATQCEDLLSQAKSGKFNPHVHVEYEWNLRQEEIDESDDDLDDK
# MBD2 inh: inhibitors of human MBD2 binding to methylated oligonucleotide; Q9UBB5; TR-FRET; inhibition, % at 4.4 µM; actives 0.31% (n = 370,000); AID 686964; in the data active = inhibition above about 13%
# Target sequence (Q9UBB5 whole entry, looked up): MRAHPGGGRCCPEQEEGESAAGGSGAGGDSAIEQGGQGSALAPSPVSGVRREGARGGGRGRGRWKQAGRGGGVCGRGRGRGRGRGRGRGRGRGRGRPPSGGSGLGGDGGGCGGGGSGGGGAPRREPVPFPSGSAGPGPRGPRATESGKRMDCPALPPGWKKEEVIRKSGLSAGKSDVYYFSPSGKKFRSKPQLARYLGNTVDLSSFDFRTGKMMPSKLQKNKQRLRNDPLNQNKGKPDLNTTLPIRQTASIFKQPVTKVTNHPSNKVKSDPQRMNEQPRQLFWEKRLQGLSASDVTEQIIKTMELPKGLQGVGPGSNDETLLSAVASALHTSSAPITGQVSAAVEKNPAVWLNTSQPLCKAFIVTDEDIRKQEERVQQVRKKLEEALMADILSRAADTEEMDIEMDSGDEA
# UHRF1 MBD2 ctr: blocks human UHRF1 binding to methylated DNA | UHRF1 binding to methylated oligo, TR-FRET | inhibition, % at 4.4 µM | AID 687016 | actives 0.75% (n = 370,000); in the data active = inhibition above about 21%;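 note: UHRF1 SRA domain binding a hemimethylated CpG hairpin DNA probe; 0% = median of test compound wells and 100% = reference inhibitor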
# PLCb3 inh: blocks human PLC-beta3 enzyme activity; inhibition, % at 12.2 µM; Q01970; actives 0.18% (n = 370,000); Purified PLC-beta3, fluorogenic substrate, fluorescence; in the data active = inhibition above about 11%;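 note: 0% = median of compound wells on plate and 100% = full blocker control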
# ARFGAP1 inhibitor: inhibits rat ARF GTPase activating protein 1; inhibition, % at 16.5 µM; Arfgap1-stimulated ARF1 GTP hydrolysis, GDP FP detection; actives 0.26% (n = 360,000);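 active = inhibition above a per-plate limit, mean inhibition of low control wells plus 3 SD, cut at about 25% in these data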;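 note: 0% = DMSO wells with enzyme and 100% = wells lacking Arfgap1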
#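 Material: rat Arfgap1 catalytic domain, aa 1-136; also added: human ARF1(Δ1-17)-GTP substrate; compound dosing: one concentration, 16.5 µM, DMSO 1.26%; incubation: GTP hydrolysis reaction 2 h at 25 °C; measured by: Tracer-displacement fluorescence polarization with EDTA stop, 620/688 nm; evaluation: % inhibition from polarization; repeats: one replicate per compound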
# ADAM17 inh: inhibitors of human ADAM17; inhibition, % at 6.95 µM; AID 720648; actives 0.83% (n = 370,000); recombinant ADAM17, EDANS/DABCYL FRET peptide cleavage; P78536;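 active = inhibition above the mean of compounds lying between control limits plus 3 SD, set per campaign, cut at about 8.5% in these data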;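 note: 0% = DMSO-only wells as the low control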
# DDE Tn7 FP inh: disrupts Tn7 cyclic peptide binding to fibrin D-Dimer-E complex | P02675 | FP displacement of FITC-Tn7 peptide from fibrin DD(E); 0% = median of compound wells per plate | inhibition, % at 8.3 µM | actives 0.13% (n = 370,000) | AID 720508;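 active = inhibition above the mean of compounds falling within the control limits plus 3 SD of them, cut at about 14% in these data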;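 note: 0% = plate median of compound wells and 100% = 10 µM Aha-Tn7 peptide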
#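 system = human fibrin DD(E) protein | quantity = DD(E) 2 µM final | medium = Tris/NaCl/CaCl2 buffer, pH 7.8 | also added = labelled Tn7 tracer, 0.1 µM | compound dosing = single point at 8.3 µM | timing = compound with protein 10 min, then 3 h after probe, room temperature | signal = FP measurement | benchmarks = Aha-Tn7 high control | repeats = one replicate per compound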
# DDE Tn6 FP inh: DD(E)-Tn6 binding inhibition, primary FP screen. Fibrin DD(E) TRITC-Tn6 fluorescence polarization displacement. actives 0.21% (n = 370,000). inhibition, % at 8.3 µM. AID 720509. P02675;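 active = inhibition above a per-campaign cutoff: mean of compounds within control limits plus 3 SD, cut at about 15% in these data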;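 note: 0% = median of all compound wells on the plate and 100% = blocking peptide control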
# proKLK7 act: proKLK7 (human) activation, primary screen; purified proKLK7, EDANS-DABCYL substrate fluorescence; 100% is mature enzyme control, 0% vehicle; activation, % at 7 µM; actives 0.9% (n = 370,000); AID 652039;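 active = activation above the mean of all tested compounds plus 3 SD, computed per campaign excluding outliers beyond control limits, cut at about 13% in these data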
# Target sequence (P49862 whole entry, looked up): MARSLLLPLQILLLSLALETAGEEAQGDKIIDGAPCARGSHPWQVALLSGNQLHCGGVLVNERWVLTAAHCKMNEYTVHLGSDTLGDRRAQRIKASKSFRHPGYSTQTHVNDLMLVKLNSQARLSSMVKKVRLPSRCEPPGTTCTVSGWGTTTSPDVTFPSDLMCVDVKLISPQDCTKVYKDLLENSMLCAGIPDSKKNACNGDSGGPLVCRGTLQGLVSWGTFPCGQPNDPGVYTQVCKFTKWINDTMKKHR
# PLC-gamma1 inh: PLC-gamma1 (human) inhibition, primary screen. actives 0.84% (n = 370,000). inhibition, % at 12.2 µM. P19174. AID 720700. purified PLC-gamma1, fluorogenic substrate, fluorescence; in the data active = inhibition above about 9.5%
# * = called active by the depositor; nt = not tested or not shown.
SMILES,ASAP1 GAP inh,MBD2 inh,UHRF1 MBD2 ctr,PLCb3 inh,ARFGAP1 inhibitor,ADAM17 inh,DDE Tn7 FP inh,DDE Tn6 FP inh,proKLK7 act,PLC-gamma1 inh
Cc1ccc(Cn2nnc3c(=O)[nH]c(C4CCN(S(=O)(=O)c5ccc(S(=O)(=O)NC6CC6)cc5)CC4)nc32)cc1,7.6,0.7,0.2,-3.7,2.3,5.0,5.4,-7.8,0.4,2.1
COC(=O)C1=C(NC(=O)COc2ccc3ccccc3c2)CCS1,10.5,0.6,0.8,-3.3,9.9,-0.8,0.7,3.2,0.0,-2.7
N#Cc1ccc(OCc2cccc(S(=O)(=O)N3CCOCC3)c2)cc1,10.7,1.6,7.7,-9.5,5.1,-1.6,-5.4,-7.4,-0.8,3.5
CCC(=O)N1c2ccc(S(=O)(=O)CCC(=O)Nc3ccc(OC)cc3OC)cc2CC1C (stereo unspecified),-0.6,-4.5,-0.8,-4.9,4.0,-1.0,-0.8,7.6,0.0,0.1
O=C(O)c1cccc(S(=O)(=O)Nc2ccccc2Oc2ccccc2)c1,-18.1,6.4,1.5,0.0,0.1,-0.6,7.1,0.2,-0.5,5.0
Cc1ccc(C(=O)N(CC#N)CC#N)cc1C,7.4,1.6,-0.9,2.9,-6.1,-1.7,2.7,-2.9,-0.1,-2.4
O=C(COC(=O)c1cc(=O)[nH]c2ccccc12)Nc1ccccc1F,-10.7,-6.3,-0.6,-126.4,-7.1,-29.4,0.1,5.2,-33.4,-111.1
CCc1ccc(N2CC(C(=O)NCC(C)(C)N3CCOCC3)CC2=O)cc1 (stereo unspecified),11.0,-2.2,-2.6,-2.1,-1.4,-2.2,-8.3,-4.2,-0.2,-0.3
Cc1ccc(C(c2nnnn2CCc2ccccc2)N2CCSCC2)cc1 (stereo unspecified),-8.1,1.3,-2.2,4.2,-9.2,-1.7,-2.5,2.0,0.2,-0.1
O=C(Oc1ccccc1N1CCOCC1)c1sccc1Br,-13.6,3.2,-1.7,-7.6,-5.5,-3.9,-3.5,2.5,0.1,-0.4
CC1CN(C(=O)Cc2ccc(-c3ccccc3)cc2)CC(C)O1 (stereo unspecified),20.0,0.8,1.2,1.7,4.5,7.0,1.1,3.3,0.5,1.3
OCc1cccc(-c2csc(C(O)c3ccco3)n2)c1 (stereo unspecified),5.6,5.3,0.9,-90.5,2.0,-7.6,-4.6,2.2,-5.0,-68.1
COc1ccccc1OCCNC(=O)CCS(=O)(=O)c1ccccc1,3.3,-1.3,7.0,-0.9,7.4,-4.4,-3.1,5.2,-1.4,1.4
CCOc1ccccc1NC(=O)CSc1nc(=O)n(CCCN2CCOCC2)c2c1CCCC2,-9.7,2.5,4.7,3.1,2.9,0.8,-1.2,3.1,0.3,6.0
COC(=O)c1[nH]c2ccc(Br)cc2c1NC(=O)CN1CCN(C2CCCCC2)CC1,0.9,-4.4,0.8,-0.4,5.1,-8.5,-0.4,3.0,0.2,-1.2
CC(C)Nc1ncnc2c1ncn2[C@H]1CN(Cc2ccc(F)cc2)C[C@@H](CO)O1,-6.4,0.5,-0.6,2.6,-13.3,0.1,1.1,1.5,-0.3,2.4
COC(=O)C1CN(Cc2cn(CCOC(C)=O)nn2)CCS(=O)(=O)N1Cc1ccccc1 (stereo unspecified),nt,1.9,12.7,3.3,nt,1.2,3.0,-5.3,0.1,3.5
CCCCNC(=O)CCN1N=C(c2ccccc2)CCC1=O,11.2,-1.7,2.3,-1.8,-2.0,1.8,-6.0,-6.1,0.3,5.3
COC(=O)C[C@@H]1CC[C@@H]2[C@@H](COc3ccc(NC(=O)Nc4ccccc4)cc3C(=O)N2C)O1,nt,-6.8,0.3,0.8,nt,-0.4,-4.3,-2.3,-0.3,-0.7
Cc1cccc(C)c1-n1nnnc1C1(C)CCC(=O)N1CC(F)(F)F (stereo unspecified),-10.9,7.8,1.7,0.1,1.8,-7.6,1.7,-9.8,0.1,5.0
COc1ccc(-c2cc(C(F)(F)F)nc(SCC(=O)NCc3cccs3)n2)cc1OC,5.6,7.7,18.4,-213.4,2.5,-21.8,0.6,-2.1,-4.4,-187.5
CCCc1cc(C(=O)NC2CCCN(Cc3ccccc3F)C2)no1 (stereo unspecified),-7.4,-5.2,2.1,-5.4,-0.5,-2.9,-0.5,-1.6,-0.5,-2.3
CCC(=O)NCc1cc(-c2nn(C)c(=O)c3ccccc23)ccc1OC,-4.0,3.8,1.8,-9.1,-13.5,-8.8,-5.4,-2.9,0.8,-9.8
CCCCCC(=O)N1C[C@@H](n2cc(-c3ccc(F)cc3)nn2)[C@H](O)C[C@@H]1c1ccccc1,2.9,2.4,-0.9,4.0,7.9,-0.9,-2.9,-2.0,0.4,-0.2
Cc1cn[nH]c1,-0.8,-1.6,0.6,3.4,-4.0,-4.5,-0.9,-7.4,0.8,0.0
CCN=C1SC(C(=O)Nc2cccc(OCC)c2)CC(=O)N1CC (stereo unspecified),-11.9,-1.6,1.1,0.6,-4.2,0.1,1.6,3.7,0.4,-0.3
CCN1CCCC1CNC(=O)Cn1nc(C)n2c(cc3cc(C)ccc32)c1=O (stereo unspecified),-27.9,-7.1,-10.8,-19.6,7.0,-14.6,3.7,9.5,0.5,-10.0
Nc1ncnc2nc(Sc3ccc(Cl)cc3)[nH]c12,0.7,4.2,-1.4,-3.2,8.1,-1.9,-0.6,-1.6,-0.1,0.8
O=c1[nH]c(SCc2nc3ccccc3c(=O)n2-c2ccccc2)nc2ccccc12,5.0,-6.5,34.8*,-22.7,7.1,-0.7,5.4,-2.9,0.3,-6.2
COc1ccc(NC(=O)C(=O)NCCN2CCN(C(=O)c3cccc(Br)c3)CC2)cc1,3.0,-0.9,-2.2,-7.5,10.1,-4.3,3.7,-5.2,0.0,3.7

# Two entries from above, tab-delimited:
SMILES	ASAP1 GAP inh	MBD2 inh	UHRF1 MBD2 ctr	PLCb3 inh	ARFGAP1 inhibitor	ADAM17 inh	DDE Tn7 FP inh	DDE Tn6 FP inh	proKLK7 act	PLC-gamma1 inh
CCC(=O)NCc1cc(-c2nn(C)c(=O)c3ccccc23)ccc1OC	-4.0	3.8	1.8	-9.1	-13.5	-8.8	-5.4	-2.9	0.8	-9.8
COc1ccc(-c2cc(C(F)(F)F)nc(SCC(=O)NCc3cccs3)n2)cc1OC	5.6	7.7	18.4	-213.4	2.5	-21.8	0.6	-2.1	-4.4	-187.5

# Some values from the list:
# Under MBD2 inh, `CCC(=O)NCc1cc(-c2nn(C)c(=O)c3ccccc23)ccc1OC` has the entry 3.8
# Under DDE Tn7 FP inh, `COc1ccc(NC(=O)C(=O)NCCN2CCN(C(=O)c3cccc(Br)c3)CC2)cc1` has the entry 3.7

# Continuation.
SMILES,ASAP1 GAP inh,MBD2 inh,UHRF1 MBD2 ctr,PLCb3 inh,ARFGAP1 inhibitor,ADAM17 inh,DDE Tn7 FP inh,DDE Tn6 FP inh,proKLK7 act,PLC-gamma1 inh
Cc1ccccc1Cn1nnc(-c2cccc(C(=O)O)c2)n1,-8.7,-3.6,1.0,-5.3,8.8,-5.0,-10.0,-2.7,0.5,-1.9
COc1ccc(/C=C2\SC(=S)N(CCCC(=O)N3CCCCC3CCO)C2=O)cc1 (stereo unspecified),7.2,-7.5,-1.8,-6.6,-0.5,1.1,-4.5,-3.9,0.9,3.7
Fc1ccccc1SCc1nnc(-c2ccccc2Br)o1,3.4,-4.8,-3.4,4.0,-6.7,4.0,-3.1,1.2,-0.7,4.1
O=C(CSc1ncnc2c1cnn2CCc1ccccc1)Nc1cccc(C(F)(F)F)c1,-2.1,-6.8,-1.5,5.7,11.2,2.6,-7.6,-5.4,-0.2,3.3
CN(C(=O)Cn1cc(C#N)c2ccccc21)c1ccccc1,-3.5,2.0,1.6,-2.1,-11.3,-5.7,7.0,-3.4,-0.3,0.3
O=C(NC1CCCC1)c1cc2c(ccc3ccccc32)o1,-4.4,0.0,-2.0,-7.9,-13.4,-41.1,2.0,11.8,1.0,-3.8
COc1ccc(C(=O)NC(CC(C)C)C(=O)O)cc1OC (stereo unspecified),-3.2,-6.4,-1.4,1.5,-7.1,-1.6,4.0,-3.0,-0.1,3.9
COc1ccccc1NC(=O)CSc1nccn1Cc1ccc(F)cc1,-0.7,0.8,-1.7,-8.3,-1.1,0.2,4.3,3.5,0.3,-2.8
Cc1cccc2sc(NNC(=O)C3=COCCO3)nc12,8.7,3.6,-1.7,0.8,8.3,-0.1,-5.2,-5.1,0.8,3.5
CC(CSc1nnnn1-c1ccccc1)Cn1c(N2CCCC2)nc2c1c(=O)[nH]c(=O)n2C (stereo unspecified),3.0,6.6,6.5,3.4,-0.3,-9.2,6.5,-1.9,0.0,6.7
CC(=O)N1c2ccc(S(=O)(=O)NCC3CCC(C(=O)Nc4cc(C)ccn4)CC3)cc2CC1C (stereo unspecified),-5.2,4.2,-0.2,-7.8,-4.9,-3.5,1.2,2.8,-0.4,-0.8
CC1(C(=O)NS(=O)(=O)Cc2cccc(Cl)c2)CCN1C(=O)CCc1cccs1 (stereo unspecified),0.9,2.2,-0.1,-4.3,10.0,-1.5,6.8,4.1,1.1,-1.5
Nc1ccc(N=Nc2ccc(O)cc2)c(N)n1,-15.9,-14.5,-12.3,-19.4,-5.2,-16.0,-1.1,1.5,6.7,-14.4
Cc1ccnc(NC(=O)CCC(=O)N(CC(=O)NC2CCCCC2)c2cccc(C)c2C)c1,8.3,0.1,0.4,0.8,-1.5,-1.5,0.0,0.1,-0.5,0.8
O=C(COc1ccccc1Cl)Nc1ccc(C(=O)N2CCCCC2)cc1,5.3,3.0,4.0,-5.7,1.3,0.0,-3.7,-3.5,0.8,-0.7
Cc1ccc(-c2cc(C(=O)OCC(=O)Nc3cc(C)on3)c3ccccc3n2)c(C)c1,-0.8,-1.5,1.7,-0.6,5.2,-0.7,6.2,7.2,0.7,-1.1
COc1ccc(N2CCN(Cc3nc4ccccc4c(=O)[nH]3)CC2)cc1,-9.2,-1.8,-0.4,-4.2,-2.3,-3.0,-0.2,0.1,0.2,-4.2
COc1ccc(-c2noc(CCC(=O)N3CCN(c4ccc(Cl)cc4)CC3)n2)cc1,-17.9,-1.0,1.2,2.1,-11.0,-0.4,2.2,0.5,-0.2,-0.6
CC(C)Oc1ccc(CCC(=O)NNC(=S)Nc2ccccc2)cc1,0.7,-2.2,-0.1,-8.8,9.8,-2.7,2.8,-9.7,0.6,-1.1
COc1ccc2oc(C(=O)N(C)CCOc3ccccc3)c(C)c2c1,-1.7,-1.4,-2.7,-16.1,9.1,0.0,2.1,3.3,-0.5,-4.7
COC(=O)c1sc(NC(=O)CSc2nnnn2-c2cccc(OC)c2)nc1C,2.7,7.0,5.5,4.8,21.1,-7.7,-2.2,-1.1,0.1,1.0
O=C(c1ccc(Oc2ccc([N+](=O)[O-])cc2)cc1)N1CCCCCC1,0.2,7.2,0.0,-7.6,-2.1,-1.1,-3.0,1.7,0.2,2.4

# From PubChem
